XIAP antagonists: XIAP antagonists, biochemical, IAP family, fluorescence polarization (AID 1018). E3 ubiquitin-protein ligase XIAP (Homo sapiens). XIAP BIR domain, fluorescence polarization peptide displacement; higher % means a stronger effect. displacement, % at 20 µM, or IC50 in µM where a hit was titrated. actives 0.007% (n = 200,000); in the data active = displacement above about 50%; note: a part of the inactive calls stands beside numbers as strong as those of hits
Myeloid diff MLP: induction of myeloid progenitor differentiation, primary screen, cell-based, flow cytometry, MLPCN library; ER-HoxA9 myeloid progenitors, lysozyme-GFP differentiation; calls only at 10 µM; actives 1% (n = 360,000);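 active = normalized GFP-positive differentiation at or above the plate's own cutoff, the solvent-only control mean plus 3 SD; inconclusive = no clear call, values can overlap the other calls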;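 note: cells exposed to compound for four days before flow analysis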
PMI inhibitors: inhibitors of human PMI, primary screen, biochemical, fluorescence intensity, coupled assay (AID 1209); actives 0.42% (n = 190,000); purified PMI enzyme, coupled fluorescence intensity; higher % means a stronger effect; Mannose-6-phosphate isomerase (Homo sapiens); inhibition, % at 20 µM; hits with a dose series show IC50 in µM;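 note: plate controls were DMSO vehicle for no effect and wells lacking substrate for full effect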
human PMI inhibitors: human PMI inhibitors, high substrate, primary screen, biochemical, fluorescence intensity, high mannose 6-phosphate (AID 1220) | inhibition, % at 20 µM, or IC50 in µM where a hit was titrated | recombinant PMI enzyme, coupled fluorescence intensity; higher % means a stronger effect | actives 0.66% (n = 190,000)
M1AAP inhibition: P. falciparum M1AAP inhibitors, biochemical, fluorogenic H-Leu-NHMec substrate, 1536-well (AID 1445); Aminopeptidase N (Plasmodium falciparum (isolate 3D7)); recombinant M1AAP, H-Leu-NHMec fluorogenic kinetic assay; higher % means a stronger effect; inhibition, % at 30 µM, or IC50 in µM where a hit was titrated; actives 0.42% (n = 220,000);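 active = primary inhibition above the hit cutoff, then over 50% inhibition at one or more dose response concentrations, cut at about 23% in these data, passing the limit was not always enough; inconclusive = conflicting primary data, or primary hits not chosen for dose response; inactive = low primary inhibition, or under 50% at every dose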;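 note: plate controls were DMSO full reaction for no effect and no enzyme background for full effect; strong numbers were not always called active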
CSM14.1 death rescue: rescue of cells from ER stress-induced death, primary screen, 384-well, CSM14.1, thapsigargin, ATP luminescence (AID 1222); one-dose cellular ATP content (survival), % at 20 µM; EC50 in µM for titrated hits; 190,000 tested, under 10 active; CSM14.1 thapsigargin-induced death rescue, ATP luminescence; higher % means a stronger effect;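 active = EC50 below 50 µM in the dose-response confirmation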;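 note: death triggered by thapsigargin at about 15 µM added after 2 h compound pretreatment; cell ATP read after overnight thapsigargin exposure of roughly 18 to 22 hours; normalized against plate controls of thapsigargin alone and 5% DMSO vehicle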
LYP inhibition: inhibitors of LYP phosphatase, biochemical, fluorescence intensity, uHTS (AID 1779). Tyrosine-protein phosphatase non-receptor type 22 (Homo sapiens). recombinant LYP phosphatase, fluorescence intensity; higher % means a stronger effect. inhibition, % at 11.5 µM; hits with a dose series show IC50 in µM. actives 0.054% (n = 290,000);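 note: plate controls were vehicle with enzyme for no effect and no enzyme for full effect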
P. falciparum M17LAP: P. falciparum M17LAP inhibitors, primary screen, biochemical, fluorogenic H-Leu-NHMec substrate, 1536-well (AID 1619); Leucine aminopeptidase (Plasmodium falciparum (isolate 3D7)); recombinant M17LAP, H-Leu-NHMec fluorogenic kinetic assay; higher % means a stronger effect; inhibition, % at 30 µM; hits with a dose series show IC50 in µM; actives 0.38% (n = 220,000);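 active = compound inhibiting the enzyme by more than half at any dose during confirmatory dose-response retesting; inconclusive = strong single-dose inhibitors picked by rank but not retested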;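 note: plate controls were full reaction with DMSO carrier for no effect and no enzyme background for full effect; strong numbers were not always called active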
TNAP activation fold: human TNAP enzyme activators, primary screen, biochemical, luminescent, no phosphate acceptor, uHTS (AID 1001); Alkaline phosphatase, tissue-nonspecific isozyme (Homo sapiens); purified TNAP, luminescent activation assay, no phosphate acceptor; higher activation fold means a stronger effect; activation fold at 20 µM; hits with a dose series show EC50 in µM; actives 0.03% (n = 200,000); in the data active = activation fold from about 3, or a potency from the dose series; inactive = the rest, 99 in 100 with activation fold below about 1.6; note: many of its hits are not listed in these tables
Myeloid diff MLP GFP+ MAC1+ %: further read-out of Myeloid diff MLP, marked with its call; GFP+ MAC1+ double positive, %; measured here: differentiation confirmed by MAC1 staining
The depositor's hits bear a star; i = inactive; ? = inconclusive; . = no result given. Cut-off read from the data, not from the text of the source, unless noted: active = inhibition above about 50%; inactive = the rest.

SMILES,CSM14.1 death rescue,XIAP antagonists,human PMI inhibitors,TNAP activation fold,M1AAP inhibition,Myeloid diff MLP GFP+ MAC1+ %,LYP inhibition,PMI inhibitors,Myeloid diff MLP,P. falciparum M17LAP
Cc1cc(C)c([C@@H]2C[C@H]3CN(C4CCCC4)C(=O)[C@]34CCCN24)c(-n2cccn2)c1,.,.,.,.,1%,0.5,-8%,.,i,1%
CCn1c2ccccc2c2cc(NC(=O)c3ccc(C)c([N+](=O)[O-])c3)ccc21,-2.1%,-4.7%,-2%,1,6%,0.0,-2%,10%,i,-1%
CCc1cccc2c(C(=O)COC(=O)c3ccccc3)c[nH]c12,-0.9%,-8.6%,0%,1.1,7%,0.1,-3%,0%,i,0%
Cn1nc(C(C)(C)C)cc1C(=O)O,-0.2%,-4.8%,5%,1.1,-15%,0.6,-4%,4%,i,3%
COc1ccc(C(C(=O)NC2CCCCC2)N(C(=O)c2sc(C)nc2C)c2ccc(C(C)=O)cc2)cc1 (stereo not drawn),3.3%,0.6%,-5%,0.9,-2%,5.2,-2%,-6%,i,-4%
CCN(CC)C(=O)c1ccc(NS(=O)(=O)c2ccccc2)cc1,-1.9%,-1.5%,0%,1,0%,0.9,-7%,-7%,i,7%
Cc1ccc(S(=O)(=O)N2CCC(=O)N(C(COCc3ccc(Cl)cc3Cl)Cc3ccccc3)CC2)cc1 (stereo not drawn),-2.8%,-6.6%,6%,1.1,0%,1.5,3%,6%,i,5%
CCOc1ccc(-c2nnc(SCC(=O)N3CCOCC3)o2)cc1,1.3%,-4.4%,3%,1.1,-1%,1.1,-4%,-6%,i,1%
Cc1ccc(NS(=O)(=O)c2c(C)[nH]c(=O)[nH]c2=O)cc1C,-0.1%,-0.5%,1%,1.1,-3%,1.0,-7%,3%,i,12%
CN=C(c1ccccc1)c1c(C)cccc1C,-5.0%,-3.1%,4%,1.1,-1%,0.8,-8%,4%,i,-9%
CCO[C@@H]1OC(C(=O)N2CCN(C)CC2)=C[C@H](c2csc3ccccc23)[C@H]1CCCO,-0.4%,1.1%,5%,1.1,2%,0.5,-4%,6%,i,3%
Cc1occc1C(=O)Nc1ccc(OCc2ccccc2)cc1,-0.7%,2.6%,.,1.1,2%,0.0,2%,.,i,-18%
COc1ccc(-c2n[nH]c(C)c2-c2ccc(OC)c(OC)c2)c(O)c1,-0.7%,-1.3%,6%,1.7,3%,1.5,-1%,9%,i,0%
O=C(NNC(=O)c1cc(C(F)(F)F)cc(C(F)(F)F)c1)c1ccc(Cl)cc1,.,.,.,.,7%,0.3,-2%,.,i,0%
COc1ccc(/C=C/C(=O)OCC(=O)Nc2ccc(Cl)cc2F)cc1S(=O)(=O)N1CCOCC1,-3.5%,-3.8%,-3%,1.1,8%,1.2,0%,8%,i,3%
Cn1c(C(=O)NCc2cccnc2)cc2sccc21,-2.4%,-1.2%,-7%,1.1,16%,6.2,-2%,-4%,i,4%
CC(C)CNC(=S)NC1CC2CCCC(C1)N2Cc1ccco1 (stereo not drawn),-0.2%,-0.5%,-9%,1.1,-3%,9.0,-5%,-5%,i,-1%
COc1ccc(-c2cc(C#N)nc(Cl)n2)cc1,.,.,.,.,4%,0.0,-3%,.,i,-34%
COC(=O)c1sc2nc(SCC(=O)N(C)c3ccccc3)n(N)c(=O)c2c1C,0.2%,-2.4%,-3%,1.1,6%,0.4,-5%,-16%,i,11%
COCCNC(=S)N1CCc2cc(OC)c(OC)cc2C1c1cccs1 (stereo not drawn),-1.1%,-5.8%,2%,1.1,6%,0.4,-4%,-5%,i,-2%

Two entries from above, with each value named:
> CN=C(c1ccccc1)c1c(C)cccc1C
  CSM14.1 death rescue: -5.0%
  XIAP antagonists: -3.1%
  human PMI inhibitors: 4%
  TNAP activation fold: 1.1
  M1AAP inhibition: -1%
  Myeloid diff MLP GFP+ MAC1+ %: 0.8
  LYP inhibition: -8%
  PMI inhibitors: 4%
  Myeloid diff MLP: i
  P. falciparum M17LAP: -9%
> CCn1c2ccccc2c2cc(NC(=O)c3ccc(C)c([N+](=O)[O-])c3)ccc21
  CSM14.1 death rescue: -2.1%
  XIAP antagonists: -4.7%
  human PMI inhibitors: -2%
  TNAP activation fold: 1
  M1AAP inhibition: 6%
  Myeloid diff MLP GFP+ MAC1+ %: 0.0
  LYP inhibition: -2%
  PMI inhibitors: 10%
  Myeloid diff MLP: i
  P. falciparum M17LAP: -1%

Additional compounds follow.
SMILES,CSM14.1 death rescue,XIAP antagonists,human PMI inhibitors,TNAP activation fold,M1AAP inhibition,Myeloid diff MLP GFP+ MAC1+ %,LYP inhibition,PMI inhibitors,Myeloid diff MLP,P. falciparum M17LAP
COc1ccc(CNc2nc3ccccc3n2C)c(OC)c1,-3.7%,-3.9%,1%,1.1,.,0.6,-3%,2%,i,.
O=C1CC(C(=O)Nc2nccs2)C(c2ccccc2)O1 (stereo not drawn),.,-15%,1%,1.1,-7%,0.9,-5%,0%,i,8%
O=C(NCc1ccco1)c1ccc(=O)[nH]n1,0.7%,-5.5%,-12%,0.9,5%,1.1,3%,-19%,i,1%
O=C(NC1CCCC1)c1cccc(Oc2ccccc2)c1,1.3%,-5.8%,5%,1.1,2%,0.6,-6%,0%,i,-1%
CC(=O)Nc1cccc(OCCCNC(=O)c2cccc3ccccc23)c1,.,.,.,.,-1%,0.3,-6%,.,i,-4%
CC1CCN(S(=O)(=O)c2cccc(C(=O)Nc3ccccn3)c2)CC1,.,-0.7%,1%,1.1,-3%,1.0,6%,5%,i,-9%
CCOC(=O)c1ccc(N2C(=O)C3C(C2=O)C(C(=O)c2ccc(Cl)cc2)N2CCCC32)cc1 (stereo not drawn),-1.3%,-6.7%,-92%,1,6%,2.2,7%,-48%,i,18%
Cc1c(C(=O)Nc2ccc(Cc3ccncc3)cc2)cccc1[N+](=O)[O-],-1.6%,-3.3%,-8%,1,0%,1.3,-7%,4%,i,18%
CCN(CC)S(=O)(=O)c1ccc(N2CCCC2)c(NS(=O)(=O)c2ccc(OC)cc2)c1,-0.9%,6.3%,0%,1.1,4%,0.9,5%,-2%,i,4%
CC(C)(C)NC(=O)CN1CCN(C(=O)CCl)CC1,2.2%,-0.8%,-21%,1.1,8%,0.5,-10%,-30%,i,2%
CC(NC(=O)c1ccc(F)cc1)c1nc2ccccc2n1Cc1ccccc1F (stereo not drawn),-0.8%,-4.8%,5%,1.1,-3%,0.7,-3%,17%,i,-4%
CC(=O)Oc1cccc(N2C(=O)C3CC=CCC3C2=O)c1 (stereo not drawn),-1.0%,-5.3%,2%,1.1,0%,0.7,-9%,6%,i,-7%
CC(NC(=O)C(=O)N/N=C/c1ccccc1)c1ccccc1 (stereo not drawn),-1.5%,-11%,-2%,1.2,2%,1.1,-5%,-4%,i,6%
CC(=O)N1CCc2cc(S(=O)(=O)NC(C(=O)Nc3ccc4c(c3)OCCO4)C(C)C)ccc21 (stereo not drawn),-1.8%,-1.4%,10%,1.1,5%,0.2,-2%,13%,i,5%
CC(n1cnnn1)C12CC3CC(CC(C3)C1)C2 (stereo not drawn),-2.6%,0.9%,0%,1.1,-5%,1.0,-6%,1%,i,-9%
Nc1nnc(SCCOc2cccc(Br)c2)s1,-0.6%,0.4%,19%,1,6%,3.9,0%,18%,i,-1%
NNC(=O)[C@@H]1C[C@@H]1c1ccccc1,-2.3%,-9.9%,4%,1.1,2%,0.0,2%,14%,i,-2%
O=C(NCCN1CCOCC1)c1csc2c1CCCCC2,-1.1%,-0.9%,2%,1.1,-4%,6.1,-7%,8%,i,0%
CCn1cc(C(=O)O)c(=O)c2cc(F)c(N3CCN(C)CC3)cc21,3.3%,-9.3%,10%,1.1,5%,2.5,-6%,1%,i,6%
COc1ccccc1NS(=O)(=O)N(C)C,-0.8%,-2.8%,2%,1.1,9%,1.0,-3%,1%,i,-7%
CCCCc1nc2ccccc2c(NC(=O)CN2CCN(C)CC2)c1CCC,-4.5%,-2.8%,2%,1.1,1%,0.2,-4%,7%,i,0%
OCCNCCCOc1ccc(Cl)cc1Br,-0.2%,-3.5%,9%,1.1,-4%,0.8,-4%,12%,i,6%
CC(=O)/C(=N\Nc1cccc(Cl)c1)Sc1cccc2cccnc12,-0.8%,-7.4%,9%,1,0%,1.6,-5%,6%,i,8%
Cc1ccccc1NC(=S)NCc1cccs1,3.4%,-3.5%,1%,1,3%,0.6,-2%,4%,i,-2%
Cc1ccc(C(C2=C(O)CC(C)(C)CC2=O)C2C(=O)CC(C)(C)CC2=O)s1 (stereo not drawn),-1.9%,-4.5%,6%,0.9,-1%,0.2,-5%,1%,i,2%
COc1ccc(-n2c(C)cc(C(=O)CN3CCC(C)CC3)c2C)cc1,-0.1%,-1.5%,-4%,1.1,1%,0.2,-2%,-3%,i,28%
CC(=O)Nc1ccc(S(=O)(=O)Oc2ccc(/C=N/NC(=O)c3ccc(Cl)cc3)cc2)cc1,-0.6%,-3.1%,1%,1.1,9%,0.3,-9%,8%,i,11%
COc1ccc(Cc2nn3c(-c4cc(OC)c(OC)c(OC)c4)nnc3s2)cc1,-2.1%,2.1%,5%,1.1,11%,1.0,7%,16%,i,14%
Cc1cccc(SCC(=O)Nc2ccccc2[N+](=O)[O-])c1,0.3%,-10%,4%,1,4%,0.6,-4%,14%,i,4%
COc1cccc(-c2nc(CS(=O)(=O)CC(=O)NCc3ccccc3)c(C)o2)c1,.,-4.8%,3%,1.1,1%,1.0,-10%,8%,i,-10%
CS(=O)(=O)c1ccc(Cl)c(NC(=O)COC(=O)CNC(=O)c2ccccc2)c1,.,-19%,1%,1,2%,0.2,-6%,-6%,i,5%
O=C(NCc1ccc2c(c1)OCO2)c1ccc(-c2ccc(Cl)cc2)o1,1.7%,-0.8%,13%,1.1,3%,8.2,-2%,26%,i,-1%
CS(=O)(=O)c1ccc(C(=O)NC2CCCc3ccccc32)cc1 (stereo not drawn),-1.6%,-4.9%,-23%,1,1%,0.1,-5%,-22%,i,-2%
CCOC(=O)c1ccc(Nc2sc(C(=O)c3cccc([N+](=O)[O-])c3)c(N)c2C#N)cc1,.,.,.,.,-3%,.,-3%,.,?,-5%
COc1ccccc1/C=C/C(=O)NC(=S)NCC1CCCO1 (stereo not drawn),-1.0%,-6.2%,6%,1.1,3%,0.5,0%,14%,i,4%
CCOC(=O)C1CCCN(C2CC(=O)N(c3cccc(C)c3)C2=O)C1 (stereo not drawn),1.0%,2.6%,-6%,1.2,2%,4.9,-5%,-1%,i,3%
CO/N=C/C(=N\Nc1ccc(OC)cc1)C(=O)c1ccc(OC)cc1,1.7%,-1.4%,5%,0.9,12%,0.5,1%,15%,i,0%

Screening data: PubChem BioAssay, several laboratories

Rows were taken by chance (roughly 2.7% active in at least one column).
